ER stress surv: ER stress cell death inhibition | CSM14.1 thapsigargin ER stress survival, ATP luminescence | 48,000 tested, 0.33% active | relative survival (cellular ATP), % at 15 µg/mL (by protocol);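 active = survival measured by cellular ATP above 50% at 15 µg/ml in the first screen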;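 note: cell death triggered by about 15 µM thapsigargin; ATP read 24 h after thapsigargin was added; plate controls were thapsigargin with DMSO for no effect and DMSO without thapsigargin for full effect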
* marks the source's active call; other numbers are inactive results. Only part of the results is shown. The share of hits here may be higher or lower than overall.

Preview:
SMILES	ER stress surv
O=c1[nH]c(=O)n(-c2cccc(Cl)c2)c(O)c1C=NCCCn1ccnc1	9
O=C(Nc1c(F)c(F)c(F)c(F)c1F)c1cccc(F)c1	11
CCCOc1ccc(N2C(=O)CC(NCCc3ccc(Cl)cc3)C2=O)cc1 (stereo not drawn)	-6
Cc1oc2ccc(O)cc2c1-c1ccccc1	1
O=C(c1ccccc1Cl)N1CCN(C/C=C/c2ccccc2)CC1	-4
CN1CCN(C(=O)/C(=C\c2cccs2)NC(=O)c2cccs2)CC1	-3
CCc1ccccc1N(CC(=O)Nc1cc(C)ccc1C)S(C)(=O)=O	-2
OC(COc1ccc2ccccc2c1)CN1CCCC1 (stereo not drawn)	-13
COc1cccc(-n2c(/C=C/c3c(C)[nH]c4ccccc34)nc3ccccc3c2=O)c1	1
Cc1ccccc1N(CC(=O)Nc1ccc([N+](=O)[O-])cc1)S(C)(=O)=O	9
COC(=O)c1ccc(NC(=O)Cc2ccccc2)cc1	-2
CCOC(=O)c1c(NC(=O)c2ccccc2C)sc(C(=O)Nc2ccccc2F)c1C	2
CN1CCN(C(=O)/C(=C/c2ccc(Cl)cc2)NC(=O)c2ccccc2)CC1	5
O=C(Nc1ccc2nc(SCc3ccc(F)cc3)sc2c1)c1ccccc1C(=O)N1CCCC1	6
CS(=O)(=O)N(CC(=O)NCc1ccncc1)c1ccc(Oc2ccccc2)cc1	1
CCSc1nc(-c2ccccc2)nc(C(Cl)Cl)n1	7
N=C1C(c2nc3ccccc3c(=O)[nH]2)=C(O)CN1c1ccc2c(c1)OCO2	4
CC1(C)CC(=O)C2=C(C1)NC1=C(C(=O)c3ccccc31)C2c1ccc(OC(=O)/C=C/c2ccc([N+](=O)[O-])cc2)cc1 (stereo not drawn)	-4

The list itself (from the top)
SMILES	ER stress surv
O=c1[nH]c(=O)n(-c2cccc(Cl)c2)c(O)c1C=NCCCn1ccnc1	9
O=C(Nc1c(F)c(F)c(F)c(F)c1F)c1cccc(F)c1	11
CCCOc1ccc(N2C(=O)CC(NCCc3ccc(Cl)cc3)C2=O)cc1 (stereo not drawn)	-6
Cc1oc2ccc(O)cc2c1-c1ccccc1	1
O=C(c1ccccc1Cl)N1CCN(C/C=C/c2ccccc2)CC1	-4
CN1CCN(C(=O)/C(=C\c2cccs2)NC(=O)c2cccs2)CC1	-3
CCc1ccccc1N(CC(=O)Nc1cc(C)ccc1C)S(C)(=O)=O	-2
OC(COc1ccc2ccccc2c1)CN1CCCC1 (stereo not drawn)	-13
COc1cccc(-n2c(/C=C/c3c(C)[nH]c4ccccc34)nc3ccccc3c2=O)c1	1
Cc1ccccc1N(CC(=O)Nc1ccc([N+](=O)[O-])cc1)S(C)(=O)=O	9
COC(=O)c1ccc(NC(=O)Cc2ccccc2)cc1	-2
CCOC(=O)c1c(NC(=O)c2ccccc2C)sc(C(=O)Nc2ccccc2F)c1C	2
CN1CCN(C(=O)/C(=C/c2ccc(Cl)cc2)NC(=O)c2ccccc2)CC1	5
O=C(Nc1ccc2nc(SCc3ccc(F)cc3)sc2c1)c1ccccc1C(=O)N1CCCC1	6
CS(=O)(=O)N(CC(=O)NCc1ccncc1)c1ccc(Oc2ccccc2)cc1	1
CCSc1nc(-c2ccccc2)nc(C(Cl)Cl)n1	7
N=C1C(c2nc3ccccc3c(=O)[nH]2)=C(O)CN1c1ccc2c(c1)OCO2	4
CC1(C)CC(=O)C2=C(C1)NC1=C(C(=O)c3ccccc31)C2c1ccc(OC(=O)/C=C/c2ccc([N+](=O)[O-])cc2)cc1 (stereo not drawn)	-4
COc1ccc(/C=C/C(=O)c2cccs2)cc1[N+](=O)[O-]	5
COc1ccccc1N(CC(=O)NCCC1=CCCCC1)S(=O)(=O)c1ccccc1	0

An excerpt of these results, with bars between the fields.
mol | ER stress surv
O=C(Nc1c(F)c(F)c(F)c(F)c1F)c1cccc(F)c1 | 11
CN1CCN(C(=O)/C(=C/c2ccc(Cl)cc2)NC(=O)c2ccccc2)CC1 | 5

Continuation.
SMILES	ER stress surv
Cc1ccc(S(=O)(=O)NC(=O)N2CCN(c3cccc(Cl)c3)CC2)cc1	-2
C=CCNC(=O)CN(c1ccc(F)cc1)S(=O)(=O)c1ccccc1	-4
COC(=O)c1ccc(N2C(=O)Cc3cc(OC)c(OC)cc3C2c2ccc(OC)cc2)cc1 (stereo not drawn)	22
CN1C(=O)NC(=O)/C(=C\c2cc(Cl)c(O)c(Cl)c2)C1=O	-1
O=c1[nH]c(=O)n(-c2cccc(Br)c2)c(O)c1/C=C1\C=Nc2ccccc21	1
COC(=O)Cn1cnc2ccccc2c1=O	6
CCNC(=O)CNC(=O)CNS(=O)(=O)c1ccc(C)cc1	4
Cc1ccc(NC(=O)Cn2c(-c3nonc3N)nc3ccccc32)cc1F	0
CCC(=O)Nc1sc2c(c1C(=O)Nc1ccc(OC)cc1)CCCC2	5
O=C(Nc1ccc(-c2nc3ccccc3o2)cc1)c1ccc(NC(=O)c2cc3ccccc3o2)cc1	0
CCc1nnc(NC(=O)C(CC)c2ccccc2)s1 (stereo not drawn)	4
COc1ccc(/C=C2\NC(=O)C(C=NCc3ccccc3)=C2O)cc1	0
O=C(Nc1cccc(Br)c1)c1ccc(N2C(=O)c3cccnc3C2=O)cc1	5
Cc1ccccc1NC(=O)/C=C/c1cccc([N+](=O)[O-])c1	10
Brc1ccccc1OCCCOc1cccc2cccnc12	-1
C#CCOc1ccc(/C=C2\C(=O)NC(=O)N(c3ccc(F)cc3)C2=O)cc1Br	-3
Cc1cccc(C(=O)Nc2sc3c(c2C(=O)N2CCOCC2)CCCCC3)c1	3
Cc1ccnc(NC(=O)Cc2ccc(Cl)cc2)c1	3
N#Cc1cc([N+](=O)[O-])cnc1Sc1ccccc1	-2
CCc1ccc(OCC(=O)N2CCN(c3ccc([N+](=O)[O-])cc3)CC2)cc1	-3
c1ccc2c(c1)N1CCN=C1N2CCN1CCCCC1	-1
COc1c(I)cc(I)cc1/C=N\NC(=O)c1ccc([N+](=O)[O-])cc1	-2
Cc1ccccc1/C=N/NC(=O)CCc1ccccc1	1
CC1=C(C(=O)OCC(F)(F)F)C(c2ccccc2)NC(=O)N1 (stereo not drawn)	4
COC(=O)c1sc(NC(=O)c2ccc(Br)o2)c(C(=O)OC)c1C	8
CCCCOc1ccc(/C=C2\SC(=S)N(C(C)C(=O)O)C2=O)cc1OC (stereo not drawn)	3
COC(=O)C(C(c1ccccc1)c1cc2ccccc2[nH]1)[N+](=O)[O-] (stereo not drawn)	-1
COc1ccc(CN2CCN(CC3CC4C=CC3C4)CC2)c(OC)c1OC (stereo not drawn)	0
O=C1NCC(O)=C1C=NCc1ccc(Cl)cc1	2
CCc1sc(-c2c(C#N)c(N)nc3c2CCCCCC3)cc1[N+](=O)[O-]	2
CC1=C(C(=O)OC(C)C)C(c2cccc(Cl)c2)C2=C(CCCC2=O)N1 (stereo not drawn)	6
O=C(c1cccc(F)c1)N1CCN(Cc2cccc(Oc3ccccc3)c2)CC1	60*
NC(CC(=O)O)c1cccc(Br)c1 (stereo not drawn)	2
FC(F)(F)c1ccc(/C=N/N2CCN(c3ccccc3)CC2)cc1	5
CC1=CC(C)C2C(=O)N(c3ccccc3)C(=O)C2C1 (stereo not drawn)	8
CCc1ccc(OCC(=O)Nc2ccc(C)cc2[N+](=O)[O-])cc1	3
CCSc1nnc(NC(=O)CCC2CCCCC2)s1	-2
COC(=O)c1cc(-c2ccc(Cl)s2)nc2ccccc12	5
COc1ccc(COC(=O)C2=C(C)NC3=C(C(=O)CCC3)C2c2coc3ccc(C)cc3c2=O)cc1 (stereo not drawn)	10
O=C(/C=C/c1cccc([N+](=O)[O-])c1)Nc1ccc(Cl)cn1	3
CC(=O)Oc1ccc(-c2cccc(C(=O)Nc3cccc([N+](=O)[O-])c3)c2)cc1	0
COC(=O)CC1=C(C(=O)OC)C(c2cccc([N+](=O)[O-])c2)C(C(=O)OC)=C(C)N1 (stereo not drawn)	0
CCc1ccccc1NC(=O)COc1ccc(Br)cc1	0
COc1ccc(-c2c(C#N)c(SCC(=O)c3ccc(Cl)cc3)nc(C)c2C(=O)Nc2ccc(Cl)cc2)cc1	4
CCC(C(=O)NCCc1ccc(OC)c(OC)c1)c1ccccc1 (stereo not drawn)	1
COc1cccc(C(=O)N2CCN(Cc3ccccn3)CC2)c1	3
CCOC(=O)COc1ccc(/C=C2\C(=O)NC(=O)N(c3ccc(Cl)cc3)C2=O)cc1OCC	1
Cc1nc2cc(-c3ccccc3)[nH]n2c(=O)c1Cl	-4
CCN(Cc1ccccc1)C(=O)c1cccc([N+](=O)[O-])c1	3
O=[N+]([O-])c1cc(Cl)ccc1NCCNS(=O)(=O)c1ccc(Cl)cc1	2
COC(=O)c1cnn2c(C(F)(F)F)cc(-c3ccc4c(c3)OCO4)nc12	11
COc1ccc2oc(=O)c(C(=O)N3CCN(C)CC3)cc2c1	9
COCCN1C(=O)c2cccc3cccc(c23)C1=O	-1
CCc1ccccc1NC(=O)CN(c1cc(OC)ccc1OC)S(C)(=O)=O	5
Cc1ccc(C)c(NC(=O)c2cccc(F)c2)c1	-6
O=C(c1ccccc1)N1CCN(c2cc(N3CCCCC3)c(F)cc2[N+](=O)[O-])CC1	-7
Cc1cc(C)cc(N2C(=O)NC(=O)/C(=C\c3sccc3C)C2=O)c1	0
CCOc1ccc2nc(NC(=O)c3ccccc3[N+](=O)[O-])sc2c1	9
Cc1[nH]c2ccccc2c1/C=C(\C#N)C(=O)NCc1ccco1	25
COc1ccccc1NC(=O)CC1S/C(=N\N=C2/CCCc3ccccc32)NC1=O (stereo not drawn)	-6

The list continues:
SMILES	ER stress surv
O=c1[nH]c(N/N=C\c2c(Cl)cccc2Cl)nnc1-c1ccccc1	1
CCCCCCCSc1n[nH]c(=O)[nH]c1=S	10
CC1=CC(C)C2(CO)COC(c3ccccc3)C1C2C (stereo not drawn)	5
CC(C)CC(=O)Nc1cccc(Cl)c1Cl	2
CC(=O)NS(=O)(=O)c1ccc(NC(=O)c2cccc(C)c2)cc1	6
Cc1ccc(S(=O)(=O)N/N=C/c2sccc2C)cc1	1
CCC(C(=O)Nc1ccc(Cl)c([N+](=O)[O-])c1)c1ccccc1 (stereo not drawn)	7
COc1cccc(C(=O)NCCNc2ccc(C(F)(F)F)cc2[N+](=O)[O-])c1	-3
CCCOc1cccc(C(=O)Nc2ccc3c(c2)OCCO3)c1	-3
O=C(c1ccccc1Br)N1CCCCC1CO (stereo not drawn)	4
CCOC(=O)C1=C(O)/C(=C/c2cccc(Oc3ccccc3)c2)SC1=Nc1ccccc1	3
O=[N+]([O-])c1cc2c(cc1C1NN=C(c3ccccc3)S1)OCO2 (stereo not drawn)	4
O=C(Nc1ccc(Cl)cn1)c1cc(F)c(F)cc1Cl	18
Cc1ccc(-c2cc(C(=O)NCC3CCCO3)c3ccccc3n2)c(C)c1 (stereo not drawn)	-2
CCCC(=O)Nc1ccc(N2CCOCC2)c(Cl)c1	1
COc1ccccc1NC(=O)C(Cc1ccccc1)NS(=O)(=O)c1ccc(C)cc1 (stereo not drawn)	8
Cc1c(N2C(=O)S/C(=C\c3cccc([N+](=O)[O-])c3)C2=O)c(=O)n(-c2ccccc2)n1C	14
CSc1ccc(/C=C2\C(=O)NC(=O)N(c3ccc(Br)c(C)c3)C2=O)cc1	1
COc1ccc(/C(C)=N\NC(=O)c2ccc([N+](=O)[O-])cc2)cc1OC	0
COc1nccnc1NS(=O)(=O)c1ccc(NC(=O)c2ccc(Br)cc2)cc1	6
O=C(Nc1ccc(Br)cc1)/C(=C/c1cccc([N+](=O)[O-])c1)NC(=O)c1cccs1	0
CS(=O)(=O)c1ccc2nc(NC(=O)c3ccc([N+](=O)[O-])cc3)sc2c1	-1
COc1cc(C(=O)Nc2cccc(NC(=O)c3ccccc3Cl)c2)ccc1[N+](=O)[O-]	1
COCCN1C(=O)C(=O)/C(=C(/O)c2ccccc2)C1c1ccccc1F (stereo not drawn)	8
O=C1CSC(=S)N1NS(=O)(=O)c1ccccc1	2
Cc1ccc2nc(-c3cc(N=C/C=C/c4ccc(Cl)cc4)ccc3O)oc2c1	16
CC(=O)c1ccc(N2C(=O)c3ccc(Oc4ccc5c(c4)C(=O)N(c4ccc(C(C)=O)cc4)C5=O)cc3C2=O)cc1	5
CC(=O)C1=C(Nc2ccc(Br)cc2)CC(C)(O)C(C(C)=O)C1c1ccc(C)cc1 (stereo not drawn)	5
CCS(=O)(=O)c1ccc(O)c(NC(=O)c2cc(OC)c(OC)c(OC)c2)c1	14
Cc1c(NCc2ccccc2)[nH]c(=O)[nH]c1=O	2
CC(NC(=O)c1ccccc1Cl)C(=O)O (stereo not drawn)	12
Cc1ccc(N(Cc2c(O)ccc3ccccc23)C(=O)c2ccco2)cc1	-4
O=C1NC(=O)C(=Cc2ccc(O)c(Cl)c2)C(=O)N1	2
CC(C)COc1ccc(C(=O)Nc2ccc(Cl)cc2)cc1	1
CCN(CC)C1=C/C(=N/S(=O)(=O)c2ccccc2)c2ccccc2C1=O	-5
COc1ccc(CCC(=O)Nc2cc(Cl)ccc2OC)cc1	7
C/C(=N\NC(=O)c1cc(C(C)(C)C)[nH]n1)c1ccc([N+](=O)[O-])cc1	6
COC(=O)c1ccc(C(=O)Nc2cc(Cl)ccc2Cl)cc1NC(=O)c1cccs1	-6
CC1=C(C(=O)Nc2ccccc2Cl)C(c2ccccc2F)NC(=S)N1 (stereo not drawn)	12
COc1cc(C(=O)NCCc2nc3ccccc3[nH]2)cc(OC)c1OC	4
Cc1nnc(C)n1/N=C\c1ccccc1F	7
CN(C)c1cccc(NC(=O)Cc2cccc3ccccc23)c1	5
COc1cccc(C2/C(=C(/O)c3ccccc3)C(=O)C(=O)N2c2nc3ccccc3s2)c1 (stereo not drawn)	-5
O=C(NC(=S)Nc1ccc(F)cc1)c1cc2ccccc2oc1=O	8
CC1=NN(c2ccccc2)C(=O)/C1=C\c1c(O)n(-c2ccc(F)cc2)[nH]c1=O	-10
O=C(/C=C/c1ccco1)Nc1cc(Cl)ccc1Cl	10
Cc1cccc(NCN2C(=O)c3ccccc3C2=O)c1	7
O=C(O)/C=C/c1cc(C(=O)O)c(/C=C/C(=O)O)cc1C(=O)O	8
COc1ccc(NC(=O)C(=O)N/N=C/c2cccc(OC)c2OC)cc1	9
CCOc1cc(/C=N/NC(=O)CSc2nc(C)cc(C)n2)ccc1OCc1cccc(Cl)c1	-4
O=c1[nH]c(=O)n(-c2ccc(Cl)cc2)c(O)c1C=Nc1cccc(F)c1	5
CC1=C(C(=O)Nc2ccccc2)C2(CCCCC2)C(C#N)=C(SCC(=O)Nc2ccc(Br)cc2)N1	3
